Compound activity as filed in PubChem.
TPT1 inh: Candida albicans TPT1 enzyme inhibitors, primary screen, biochemical, fluorescence polarization | AID 1962, 2009 | inhibition, % at 5 µM | 300,000 compounds, 0.81% hits | recombinant caTPT1, FP RNA substrate dephosphorylation;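 active = inhibition above the mean of all tested compounds plus 3 SD, set per screening campaign, cut at about 24% in these data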;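 note: plate controls were DMSO alone for no effect and ferristatin control at 100 nM for full effect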
Yeast superoxide: reduction of superoxide in aged yeast, primary screen, HTS. AID 2690, 2010. S. cerevisiae aged cells, superoxide DHE fluorescence; stronger effect = lower value. 330,000 compounds, 0.18% hits. superoxide response (% of plate mean), % at 10 µM;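 active = superoxide response under a set limit, about three screen SD below normal, cut at about 65% in these data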;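 note: yeast aged for seven days with compound at 30 °C before DHE staining; 100% = average MFI of all compound-treated wells on the plate with controls excluded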
ZTA counter: counter-screen for EBNA-1 inhibitors: inhibitors of Epstein-Barr virus ZTA; AID 2234; inhibition, % at 11 µM; 320,000 compounds, 0.15% hits; ZTA-DNA binding, fluorescence polarization; P03206; in the data active = inhibition above about 33%
Fh CTSL1 inh: Fasciola hepatica cathepsin L1 inhibitors, primary screen, counter-screen for PFM18AAP inhibitor project, biochemical, QFRET, fluorogenic peptide substrate; recombinant F. hepatica cathepsin L1, Z-Leu-Arg-MCA fluorescence; inhibition, % at 5.96 µM; 300,000 compounds, 0.49% hits; AID 1906, 2009;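 active = inhibition above the mean of all tested compounds plus 3 SD, set per screening campaign, cut at about 17% in these data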;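 note: 0% = plate median of test compound wells and 100% = 1 µM Z-Phe-Ala-diazomethylketone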
GASC-1 inh: inhibitors of GASC-1 histone demethylase, primary screen, biochemical, fluorescence, DELFIA europium. Lysine-specific demethylase 4C (Homo sapiens), Q9H3R0. GST-JMJD2C(1-420) H3K9me3 demethylation. inhibition, % at 2.35 µM. 330,000 compounds, 0.069% hits. AID 2099, 2009;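 active = more than half of a compound's replicate wells show inhibition beyond 50%, single wells judged on their own value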;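 note: signal counts dimethyl H3K9 product captured on neutravidin plate; 0% = median of DMSO wells and 100% = 0.3 times that DMSO median; strong numbers were not always called active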
Target sequence (Q9H3R0 1-420 limits assumed): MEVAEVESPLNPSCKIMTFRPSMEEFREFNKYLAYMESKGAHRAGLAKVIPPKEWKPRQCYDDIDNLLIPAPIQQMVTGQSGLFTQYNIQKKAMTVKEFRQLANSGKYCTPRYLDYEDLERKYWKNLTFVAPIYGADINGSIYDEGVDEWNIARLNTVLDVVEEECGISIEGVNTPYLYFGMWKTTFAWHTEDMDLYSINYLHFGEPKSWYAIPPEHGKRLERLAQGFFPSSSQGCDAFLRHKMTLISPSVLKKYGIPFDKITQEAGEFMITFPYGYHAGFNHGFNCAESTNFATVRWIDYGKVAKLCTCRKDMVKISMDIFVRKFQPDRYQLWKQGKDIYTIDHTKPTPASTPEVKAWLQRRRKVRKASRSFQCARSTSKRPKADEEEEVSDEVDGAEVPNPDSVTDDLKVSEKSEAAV
PP5 primary: PP5 phosphatase inhibitors, primary screen, biochemical, fluorescence. AID 1987, 2009. inhibition, % at 6.7 µM. 320,000 compounds, 0.18% hits. Serine/threonine-protein phosphatase 5 (Homo sapiens), P53041. purified PP5c, OMFP substrate fluorescence;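 active = inhibition above the campaign's mean inhibition across all tested compounds plus 3 SD, cut at about 9.5% in these data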;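 note: 0% = DMSO only and 100% = 100 µM cantharidin control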
Target sequence (P53041 whole entry, looked up): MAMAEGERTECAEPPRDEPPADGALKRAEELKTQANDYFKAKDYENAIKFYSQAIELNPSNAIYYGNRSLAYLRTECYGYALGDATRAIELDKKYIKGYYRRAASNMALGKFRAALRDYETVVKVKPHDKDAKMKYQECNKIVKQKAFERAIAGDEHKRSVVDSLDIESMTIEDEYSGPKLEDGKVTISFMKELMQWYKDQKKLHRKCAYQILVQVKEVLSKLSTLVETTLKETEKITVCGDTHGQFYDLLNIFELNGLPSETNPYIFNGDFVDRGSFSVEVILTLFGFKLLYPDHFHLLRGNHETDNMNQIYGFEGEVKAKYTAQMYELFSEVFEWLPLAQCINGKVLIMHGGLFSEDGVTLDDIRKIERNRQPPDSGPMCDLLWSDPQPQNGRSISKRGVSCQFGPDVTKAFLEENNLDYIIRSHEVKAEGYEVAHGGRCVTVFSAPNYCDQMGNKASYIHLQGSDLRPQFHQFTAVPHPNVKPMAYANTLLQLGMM
PP1 counter: PP1-alpha phosphatase inhibitors, primary screen, counter-screen for PP5 inhibitor project, biochemical, fluorescence, OMFP substrate, single point; Serine/threonine-protein phosphatase PP1-alpha catalytic subunit (Homo sapiens), P62136; purified PP1alpha; inhibition, % at 6.7 µM; 320,000 compounds, 0.9% hits; AID 2235, 2010;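 active = inhibition above the mean inhibition of all tested compounds plus 3 SD, computed separately for each screening campaign, cut at about 15% in these data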
HCV core dimer: inhibitors of HCV core protein dimerization, primary screen, biochemical, TR-FRET, high-throughput. TR-FRET GST/Flag-core106 dimerization, 1536-well. inhibition, % at 5 µM. 300,000 compounds, 0.33% hits;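 active = inhibition above the mean of all tested compounds plus 3 SD, set per screening campaign, cut at about 45% in these data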
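assay system = GST-tagged and Flag-tagged HCV core protein residues 1-106 | controls = unlabelled core106 and no-GST-core106 wells | incubation = compound-protein-antibody incubation 4 h at 22.5 °C | probe or stimulus = Eu donor and XL665 acceptor anti-tag antibodies | read-out = % inhibition based on acceptor/donor emission ratio | signal = TR-FRET 671 and 617 nm emission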
EBNA-1 inh: EBNA-1 DNA-binding inhibitors, primary screen, biochemical, fluorescence polarization; inhibition, % at 14.8 µM; 300,000 compounds, 0.34% hits; in the data active = inhibition above about 28%
An asterisk follows results filed as active; · = not tested or not shown.

SMILES	TPT1 inh	Yeast superoxide	ZTA counter	Fh CTSL1 inh	GASC-1 inh	PP5 primary	PP1 counter	HCV core dimer	EBNA-1 inh
COc1ccccc1C1CC(c2cccs2)=Nc2ccccc2S1 (stereo not drawn)	-10	108	2	-2	-3	1.0	0	8	5
O=c1[nH]c(-c2ccc(F)cc2)nc2c1sc(=S)n2-c1ccccc1	-1	87	-20	1	-5	2.7	7	10	11
COC(=O)C(Cc1c[nH]c2ccccc12)NC(=O)C(=O)c1c[nH]c2ccccc12 (stereo not drawn)	1	114	6	0	-10	5.0	6	-1	1
CN(C)/N=C/C=C1\CCC/C(=C\c2ccc(F)c(F)c2)C1=O	22	107	-16	-2	10	1.6	-1	3	-3
CC1=CCC(C(=O)O)(C(=O)N/N=C/c2cccs2)C(c2ccc([N+](=O)[O-])cc2)C1 (stereo not drawn)	0	92	6	1	-16	-0.3	2	2	12
COc1ccccc1NC(=O)Nc1ccc(F)c(F)c1	0	98	-12	-1	-4	5.5	-2	-9	-2
CN(CP(=O)(O)CN(C)S(C)(=O)=O)S(C)(=O)=O	6	94	-16	2	-1	1.1	-2	1	-4
O=C1CN(S(=O)(=O)c2cc(Cl)ccc2Cl)c2ccccc2N1	2	117	10	1	68	2.5	-1	5	1
COc1ccc(OCCCN2CCCCCC2)cc1	-4	95	13	1	-5	-0.1	0	-3	8
COc1cccc(NC(=O)COC(=O)CCCC2=NS(=O)(=O)c3ccccc3N2)c1	1	73	11	-2	1	0.8	-2	8	0
O=C(NC(=S)Nc1ccccc1Cl)c1ccco1	2	126	-12	-6	-15	3.0	2	-1	-18
COc1ccccc1NC(=O)CN1C(=O)NC2(CCCc3ccccc32)C1=O (stereo not drawn)	·	115	8	·	·	-1.9	-2	·	·
COc1ccccc1C(=O)NN(C)C1=NS(=O)(=O)c2ccccc21	-2	104	-8	-1	0	-0.9	-2	1	2
O=C(C1CC1)N1N=C(c2ccccc2)CC1(O)C(F)(F)F (stereo not drawn)	-2	95	-7	-1	21	-1.2	-2	-3	2
COc1ccc(C(=O)NCc2cc(C)nc3ccccc23)cc1	1	92	13	-3	-1	2.0	-2	5	-3
Cc1cccc(N/C(N)=N/c2nc(C)cc(C)n2)c1	4	98	14	3	17	0.7	-1	2	13
Cc1cccc(C)c1NC(=O)CNC(=O)CCCN1C(=O)c2cccc3cccc(c23)C1=O	·	112	-22	·	-4	1.7	1	·	·
CSc1nc(N)cc(=O)[nH]1	-2	96	2	-3	-4	-0.7	-5	-5	-11
CCOP(=O)(c1ccc(N(C)C)cc1)C(O)c1ccncc1 (stereo not drawn)	-1	104	1	0	-1	0.7	-6	-2	-13
NC(=S)N/N=C/c1cccc(O)c1O	4	95	-3	1	-22	-0.3	0	-1	4
CCn1c(SCC(=O)NC(=O)Nc2ccc3c(c2)OCCO3)nnc1-c1cccs1	-6	101	-12	-1	-9	4.0	-2	8	-14
Cc1ccc(-c2ccc(=O)n(CCC(=O)NCCN3CCCCC3C)n2)cc1 (stereo not drawn)	-1	102	2	-2	-1	6.5	-6	3	11
O=C(NNC(=O)c1ccc(Oc2ccc(C3SCCS3)cc2)o1)c1ccc(Cl)cc1	-2	90	-5	0	-44	0.9	11	9	1
O=C(NCc1cccnc1)C1CCC(c2ccc(Cl)cc2)CC1 (stereo not drawn)	-5	98	-6	2	-21	0.3	1	-13	2
CCN(CC)C(=O)Cn1cc(/C=C(\C#N)C(=O)N2CCN(c3ccccc3)CC2)c2ccccc21	2	113	21	6	-5	0.1	3	11	1

Four entries from above, arranged by their value in GASC-1 inh, highest first.
Compound	TPT1 inh	GASC-1 inh	PP5 primary	HCV core dimer	EBNA-1 inh
O=C1CN(S(=O)(=O)c2cc(Cl)ccc2Cl)c2ccccc2N1	2	68	2.5	5	1
CN(C)/N=C/C=C1\CCC/C(=C\c2ccc(F)c(F)c2)C1=O	22	10	1.6	3	-3
CCOP(=O)(c1ccc(N(C)C)cc1)C(O)c1ccncc1 (stereo not drawn)	-1	-1	0.7	-2	-13
CC1=CCC(C(=O)O)(C(=O)N/N=C/c2cccs2)C(c2ccc([N+](=O)[O-])cc2)C1 (stereo not drawn)	0	-16	-0.3	2	12

Record cards, as listed above. Order of values: TPT1 inh | Yeast superoxide | ZTA counter | Fh CTSL1 inh | GASC-1 inh | PP5 primary | PP1 counter | HCV core dimer | EBNA-1 inh
O=C(NCc1cccnc1)C1CCC(c2ccc(Cl)cc2)CC1 (stereo not drawn) in the list: -5 | 98 | -6 | 2 | -21 | 0.3 | 1 | -13 | 2
NC(=S)N/N=C/c1cccc(O)c1O in the list: 4 | 95 | -3 | 1 | -22 | -0.3 | 0 | -1 | 4
COc1ccccc1NC(=O)CN1C(=O)NC2(CCCc3ccccc32)C1=O (stereo not drawn) in the list: · | 115 | 8 | · | · | -1.9 | -2 | · | ·
CN(C)/N=C/C=C1\CCC/C(=C\c2ccc(F)c(F)c2)C1=O in the list: 22 | 107 | -16 | -2 | 10 | 1.6 | -1 | 3 | -3
O=C1CN(S(=O)(=O)c2cc(Cl)ccc2Cl)c2ccccc2N1 in the list: 2 | 117 | 10 | 1 | 68 | 2.5 | -1 | 5 | 1

The listing continues.
SMILES	TPT1 inh	Yeast superoxide	ZTA counter	Fh CTSL1 inh	GASC-1 inh	PP5 primary	PP1 counter	HCV core dimer	EBNA-1 inh
COc1ccc(Cl)cc1NC(=O)CSc1nnc(-c2ccco2)o1	1	93	16	-2	-8	-0.5	-5	9	3
CCn1c(SCC(=O)OC(C)C)nnc1-c1ccccc1	0	97	7	-4	-19	1.9	-5	4	-2
Fc1ccccc1COc1ccc(/C=N/NC(=S)NCc2ccccc2)cc1	0	80	16	-4	-23	4.2	0	9	-9
CCCn1c(=N)n(CC(=O)c2ccco2)c2ccccc21	0	78	8	4	186	-0.4	-2	-1	7
CCCOc1cccc(C2C(C(=O)c3cc4ccccc4o3)=C(O)C(=O)N2c2cc(C)on2)c1 (stereo not drawn)	5	100	16	5	3	3.9	26*	-15	-1
Cc1c(NC(=O)COC(=O)C2CC3C=CC2C3)c(=O)n(-c2ccccc2)n1C (stereo not drawn)	-6	99	-1	-11	4	-1.2	-3	-6	6
COC(=O)C1=C(C)N=C2SCCC(=O)N2C1c1cc(Br)ccc1OC (stereo not drawn)	-2	108	12	2	3	0.3	-8	1	-2
COc1ccc(N2CCN(C3CCCCC3NS(=O)(=O)c3ccccc3)CC2)cc1 (stereo not drawn)	-3	96	-13	1	3	2.3	0	3	5
Cc1ccc(S(=O)(=O)NCCC(=O)OCC(=O)N(C)c2ccccc2)cc1	0	97	3	-18	-3	-1.2	-4	-1	1
COc1ccc(CC(=O)NNC(=O)c2cccnc2)cc1OC	-1	91	-15	1	6	4.3	-4	-14	-5
Cc1nc(C2CCC3C4CCC5=CC(=O)CC[C@]5(C)C4CC[C@]23C)cs1 (stereo partly drawn)	0	132	-2	-7	8	2.3	0	3	-14
Cc1sc2ncnc(OCC(=O)c3ccc(S(=O)(=O)N4CCCC4)cc3)c2c1C	2	111	-9	1	-19	3.4	3	0	-3
COC(=O)c1c(NS(=O)(=O)c2ccc3ccccc3c2)sc2c1CCCC2	-1	114	13	-2	-1	3.7	0	16	-1
CCCCC(=O)Nc1cccc(-c2cn3ccsc3n2)c1	-5	85	0	2	-3	0.7	2	1	10
COC(=O)c1sc(=S)n(-c2cccc(Cl)c2)c1N	-1	130	-1	-3	7	0.6	-4	-3	2
Cc1ccc2cc(CN(c3cccc(C)c3C)S(=O)(=O)c3ccccc3)c(=O)[nH]c2c1	2	110	-1	0	-9	3.3	-4	21	-10
CC[C@@H](C)[C@H](NC(=O)OCc1ccccc1)c1nnc([C@@H](NC(=O)OCc2ccccc2)[C@@H](C)CC)o1	-2	108	25	10	-7	3.3	5	13	7
COc1ccccc1NC(=S)N1CCOCC1	0	87	-7	-1	3	1.8	-3	-8	-7
COc1cc(OC)c2nc(C)c3c(c2c1)N(c1ccc(O)cc1)CC3	-1	92	-23	5	6	2.7	1	-2	4
CCN1CCc2nc3ccccc3c(C(=O)Nc3ccc(F)cc3)c2C1	-7	100	-3	-3	-10	3.3	-4	-1	-9
Cc1ccc(/C=C2\SC(=S)N(CCCC(=O)Nc3ccccn3)C2=O)cc1	-2	126	9	1	8	2.4	-5	10	-14
Cc1cc(C)c(C(N)=O)c(NC(=O)Nc2ccccc2Cl)n1	0	102	1	3	0	4.8	-5	1	21
C=CCn1c(-c2ccc(=O)n(Cc3ccccc3)c2)n[nH]c1=S	-2	101	1	-5	-13	0.5	1	0	6
CCNC(=S)N1CCN(S(=O)(=O)c2ccccc2C(F)(F)F)CC1	-3	99	-1	-4	6	-0.2	-5	3	8
Cc1cc(C)cc(NC(=O)N2CCCC2C(=O)NCc2ccco2)c1 (stereo not drawn)	1	89	4	-4	-27	1.3	2	5	-1

(listing goes on)
SMILES	TPT1 inh	Yeast superoxide	ZTA counter	Fh CTSL1 inh	GASC-1 inh	PP5 primary	PP1 counter	HCV core dimer	EBNA-1 inh
COc1ccc(/C=N\n2nnc3ccccc32)cc1	4	107	20	-1	-10	2.9	3	-4	-2
CC(C)CCNC(=O)C1CC(=O)N(C2CCCC2)C1 (stereo not drawn)	-6	84	-6	1	1	-2.3	2	-2	9
CC(NC(=O)CSc1ncccc1C(=O)O)C1CC2CCC1C2 (stereo not drawn)	1	107	8	10	1	-1.3	-3	3	1
c1ccc(Cn2nnc3c(N4CCOCC4)ncnc32)cc1	2	96	6	-1	4	-1.3	1	-3	12
O=C(NCCc1ccc(Cl)cc1)C1CCN(C(=O)c2sccc2-n2cccc2)CC1	-7	94	14	2	-1	1.3	0	7	5
CCC/C=N/NC(=O)c1cc(Br)ccc1O	0	96	14	-1	13	-1.1	-2	-3	18
COc1ccc(-c2nnc3n(CCc4ccccc4)c(=O)c4ccccc4n23)c(OC)c1	2	116	6	4	-33	-1.7	-3	9	8
CCOC(=O)/C(C#N)=C/c1cn(CCOc2ccc(OC)cc2)c2ccccc12	2	102	-5	-4	7	6.1	0	3	7
N=C1/C(=C\c2coc3ccccc3c2=O)C(=O)N=C2SC=CN12	40*	97	-16	6	38	-5.3	-10	3	-1
CCOc1cccc2sc(Nc3nc4ccc(NC(C)=O)cc4s3)nc12	-4	99	-7	2	-3	2.9	3	2	6
